Screening data: PubChem BioAssay, several laboratories
PvdQ inh: blocks Pseudomonas aeruginosa PvdQ acylase activity; inhibition, % at 10 µM; purified PvdQ acylase, fluorescence plate reader; hit rate 0.063% among 340,000; in the data active = inhibition above about 30%, passing the limit was not always enough;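 note: 0% = vehicle neutral wells and 100% = reference inhibitor wells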
NSD2 HMT inh: blocks human histone methyltransferase NSD2; hit rate 0.54% among 310,000; NSD2 peptide methylation, AlphaScreen, 120 min; inhibition, % at 12.5 µM; AID 743445; in the data active = inhibition above about 50%
V-ATPase pHluor: alters yeast V-ATPase proton transport; S. cerevisiae, pHLuorin cytosolic pH fluorescence; response, % at 10 µM; hit rate 0.37% among 350,000; in the data active = response mostly above about 7.3%, no sharp cut-off; inactive = mostly below about 5.4%; note: actives read high; inactives centre near 0; some compounds called inactive have numbers as strong as hits; reference of the scale not given here
Wnt bcat act: activators of Wnt/beta-catenin signaling; Wnt/beta-catenin reporter cell assay, activator, plate reader; activation, % at 9.35 µM; hit rate 1.2% among 300,000; AID 743398; in the data active = activation above about 30%, passing the limit was not always enough;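 note: 0% = neutral control wells and 100% = positive control wells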
dFosB activator: activators of mouse delta FosB homodimer; hit rate 0.99% among 340,000; AID 493131; P13346; purified delta FosB, TAMRA-CDK5 oligo fluorescence polarization; percent of positive-control signal above neutral wells; activation, % at 25 µM;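 active = mean activation above about 17%, with every replicate also reaching it, limit read from the data, passing the limit was not always enough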;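 note: fluorescence polarization rise as delta FosB binds a TAMRA Cdk5 AP-1 oligo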
Target sequence (P13346 whole entry, looked up): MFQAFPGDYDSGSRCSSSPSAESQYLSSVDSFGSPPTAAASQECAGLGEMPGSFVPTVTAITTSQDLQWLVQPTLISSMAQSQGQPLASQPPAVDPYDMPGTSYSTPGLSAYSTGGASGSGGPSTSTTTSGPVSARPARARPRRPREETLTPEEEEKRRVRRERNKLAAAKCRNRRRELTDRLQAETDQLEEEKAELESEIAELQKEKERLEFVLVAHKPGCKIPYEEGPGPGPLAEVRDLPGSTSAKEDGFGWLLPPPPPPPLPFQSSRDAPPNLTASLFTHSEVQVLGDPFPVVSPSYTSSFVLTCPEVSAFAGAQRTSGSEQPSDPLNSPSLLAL
HTR5A ag: activates human HTR5A in OPRM1-OPRD1 agonist counter-screen; activation, % at 9.3 µM; HTR5A agonist assay, luminescence, cell-based; hit rate 0.61% among 340,000; P47898; in the data active = activation mostly above about 9.5%, no sharp cut-off; inactive = mostly below about 7.6%;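 note: 0% = cells with vehicle only and 100% = reference agonist; strong numbers were not always called active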
Target sequence (P47898 whole entry, looked up): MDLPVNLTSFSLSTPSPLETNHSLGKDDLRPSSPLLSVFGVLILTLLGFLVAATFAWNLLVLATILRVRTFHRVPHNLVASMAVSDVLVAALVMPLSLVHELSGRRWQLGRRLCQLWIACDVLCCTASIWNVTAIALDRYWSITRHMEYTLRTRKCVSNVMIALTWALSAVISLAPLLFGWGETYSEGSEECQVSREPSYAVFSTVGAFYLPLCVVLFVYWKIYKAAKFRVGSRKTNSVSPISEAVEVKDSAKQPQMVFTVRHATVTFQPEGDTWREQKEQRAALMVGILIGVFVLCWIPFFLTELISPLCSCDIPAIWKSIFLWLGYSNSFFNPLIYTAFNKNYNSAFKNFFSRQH
HTR5A inv ctr: HTR5A inverse agonism, opioid heterodimer counter-screen; P47898; HTR5A cell line, luminescence; inhibition, % at 9.3 µM; hit rate 0.083% among 340,000; AID 504634; in the data active = inhibition mostly above about 23%, no sharp cut-off; inactive = mostly below about 18%;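 note: 0% = cells with DMSO and 100% = no-cell wells with DMSO; some compounds called inactive have numbers as strong as hits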
CDK5 p35 inh: blocks human CDK5/p35 kinase activity; inhibition, % at 10 µM; hit rate 0.01% among 330,000; Q00535+Q15078; Recombinant CDK5/p35, ADP-Glo luminescence, 60 min;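 active = highest replicate inhibition of at least 50% and at least 75% of replicates reaching 50%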;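 note: plate controls were DMSO neutral control for no effect and GW8510 at 10 µM for full effect; many of its hits are not listed in these tables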
MITF TRPM1 HTS: increases MITF-driven TRPM1 promoter luciferase signal; SK-MEL-5 TRPM1-promoter luciferase, 24 h; % of positive control, neutral wells = 0; activation, % at 12.5 µM; hit rate 0.75% among 300,000;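 active = mean activation of at least 80% with every replicate also reaching 80%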;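 note: 0% = neutral control wells and 100% = parthenolide positive control wells; values of inactives mirror those of a sister screen read the other way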
SR-BI DiI inh: mouse SR-BI HDL lipid transfer inhibition. Q61009. ldlA[mSR-BI] CHO cells, DiI-HDL uptake fluorescence, 3 h. inhibition, % at 12.5 µM. hit rate 0.96% among 320,000. AID 488896;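 active = mean replicate inhibition of at least 70% and a set share of replicates each scoring 70 or more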;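 note: 0% = median of neutral control wells and 100% = median of positive control wells; values of inactives mirror those of a sister screen read the other way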
Active calls of the source: *; . = no result given; & = joins results of further samples. Outcome played no part in choosing rows. About 5% of those tested had a hit in this group.

SMILES | PvdQ inh | NSD2 HMT inh | V-ATPase pHluor | Wnt bcat act | dFosB activator | HTR5A ag | HTR5A inv ctr | CDK5 p35 inh | MITF TRPM1 HTS | SR-BI DiI inh
Cn1c(=NC(=O)c2ccccc2[N+](=O)[O-])sc2cc(S(C)(=O)=O)ccc21 | -14 | -3 | 1 | 30 | 6 | 6 | 12 | -2.1 | 46 | 5
CCOc1ccc(-n2c(C)cc(/C=C3/C(=N)N4C(=NC3=O)SN=C4S(C)(=O)=O)c2C)cc1 | -10 | . | -3 | -1 | -12 | -2 | -12 | -0.2 | -5 | 14
CCn1cc(CN2CCC(C(=O)Nc3cccc(-c4cccc(F)c4)c3)CC2)cn1 | 12 | 0 | -3 | -2 | -8 | 2 | -7 | 0.9 | 9 | 6
O=C(CSc1cn(Cc2ccccc2)c2ccccc12)Nc1nccs1 | -11 | . | 1 | 53* | -13 | 0 | -12 | 0.4 | . | 19
O=C(CCSCc1ccc(Cl)cc1)NCCc1ccccc1 | 13 | -1 | -3 | -3 | -3 | 0 | -1 | -0.6 | -5 | 3
CCCN1Cc2cccc(C(=O)NCCc3cccc(C)c3)c2C1=O | 8 | -1 | -1 | 2 | -6 | 1 | -4 | 1.0 | 18 | 36
Cc1noc(C)c1NC(=O)N(C)C[C@@H]1Oc2c(NC(=O)NC(C)C)cccc2C(=O)N([C@@H](C)CO)C[C@@H]1C | -15 | . | -2 | -2 | -5 | 1 | -5 | 0.8 | 10 | 12
CCOC(=O)C1=C(C)Nc2ccccc2N=C1NC(=O)C(CC)c1ccccc1 (centres undefined) | -1 | -3 | -2 | -1 | -6 | 5 | 11 | -1.3 | 4 | 13
CCOc1ccc(S(=O)(=O)NC(C)C)cc1C(N)=O | -15 | 8 | -2 | 0 | 6 | 0 | 1 | 0.4 | 8 | -3
CC(C)C(C(=O)NCC1CCCO1)N(Cc1cccs1)C(=O)CNS(=O)(=O)c1ccccc1 (centres undefined) | -1 | -1 | -1 | -1 | 1 | -1 | 4 | 1.2 | -1 | 11
O=C(Cn1nnc(-c2ccccc2F)n1)N1CCCCC1 | -15 | -2 | 1 | 23 | -4 | 6 | -19 | 0.5 | . | -15
COc1ccc(C)cc1NC(=O)CCN1CCCC1 | 27 | 1 | -1 | -5 | -4 | 4 | -3 | -1.1 | -15 | 11
CN(CC(=O)Nc1cccc(F)c1)C(=O)CCNC(=O)c1ccc(Br)cc1 | -12 | 0 | 4 | 5 | -3 | -1 | 5 | -0.1 | 13 | -17
COc1ccc(S(=O)(=O)N2CCCN(CC(=O)Nc3ccc4c(c3)OCO4)CC2)cc1 | -23 | 0 | -5 | . | -5 | 0 | 29 | -3.8 | -4 | 22
CCC1=NN(C(=O)COc2ccccc2)C(O)(c2ccncc2)C1 (centres undefined) | -12 | -2 | -3 | 1 | 3 | -2 | 5 | -2.0 | 5 | -3
O=C(COc1ccccc1)Nn1cnc2ccccc21 | 4 | -1 | 10 | 0 | -4 | 4 | -5 | 0.2 | -1 | 19
COc1ccc(S(=O)(=O)N(C)C[C@H]2Oc3ccc(NS(=O)(=O)c4cn(C)cn4)cc3C(=O)N([C@H](C)CO)C[C@@H]2C)cc1 | 8 | . | 0 | -4 | -8 | 2 | -6 | -0.6 | -7 | 15
Cc1nc2cc(-c3ccc(Cl)cc3)nn2c(C)c1CCC(=O)NCc1ccco1 | -12 | . | 2 | 3 | -12 | -4 | 10 | -1.7 | -39 | 21
CCCc1n[nH]c(=O)c2c1nnn2Cc1ccccc1 | -15 | -2 | 0 | -1 | 4 | -3 | 12 | -0.1 | -7 | -16
CCC(C)Oc1nc(C)cc(C)c1S(=O)(=O)c1ccccc1C (centres undefined) | -15 | -5 | 9 | -2 | -8 | -4 | 9 | 0.0 | . | -1
COc1cccc(NC(=O)CN(C)C(=O)c2cc3c(s2)CCCCC3)c1 | -10 | 6 | 5 | 5 | -17 | 9 | -22 | -1.4 | -2 | -27
Cc1cc(C)c(C)c(S(=O)(=O)Nc2ccccc2C(=O)NCCCn2ccnc2)c1C | 0 | -1 | -7 | . | -3 | 2 | -4 | -0.8 | -2 | -14
CCOC(=O)C1=CN(Cc2cccc(F)c2)S(=O)(=O)N(C)C1c1ccc(C(F)(F)F)cc1 (centres undefined) | -14 | . | 0 | -2 | -1 | -2 | 7 | -1.1 | 7 | 0
COc1cccc(C(=O)Nc2cccc3cccnc23)c1OC | -7 | . | 1 | . | -15 | -1 | 4 | 0.2 | 25 | 13
Cc1ncsc1CCC(=O)N1CCCC(C(=O)c2ccc3c(c2)OCO3)C1 (centres undefined) | -13 | -6 | -1 | 6 | 4 | 4 | -11 | -1.2 | 9 | -3

Eleven compounds from above, ordered by SMILES length, rising.
SMILES | PvdQ inh | NSD2 HMT inh | V-ATPase pHluor | Wnt bcat act | dFosB activator | HTR5A ag | HTR5A inv ctr | CDK5 p35 inh | MITF TRPM1 HTS | SR-BI DiI inh
COc1ccc(C)cc1NC(=O)CCN1CCCC1 | 27 | 1 | -1 | -5 | -4 | 4 | -3 | -1.1 | -15 | 11
O=C(COc1ccccc1)Nn1cnc2ccccc21 | 4 | -1 | 10 | 0 | -4 | 4 | -5 | 0.2 | -1 | 19
O=C(Cn1nnc(-c2ccccc2F)n1)N1CCCCC1 | -15 | -2 | 1 | 23 | -4 | 6 | -19 | 0.5 | . | -15
CCOc1ccc(S(=O)(=O)NC(C)C)cc1C(N)=O | -15 | 8 | -2 | 0 | 6 | 0 | 1 | 0.4 | 8 | -3
CCC(C)Oc1nc(C)cc(C)c1S(=O)(=O)c1ccccc1C (centres undefined) | -15 | -5 | 9 | -2 | -8 | -4 | 9 | 0.0 | . | -1
CCC1=NN(C(=O)COc2ccccc2)C(O)(c2ccncc2)C1 (centres undefined) | -12 | -2 | -3 | 1 | 3 | -2 | 5 | -2.0 | 5 | -3
CCOC(=O)C1=C(C)Nc2ccccc2N=C1NC(=O)C(CC)c1ccccc1 (centres undefined) | -1 | -3 | -2 | -1 | -6 | 5 | 11 | -1.3 | 4 | 13
Cn1c(=NC(=O)c2ccccc2[N+](=O)[O-])sc2cc(S(C)(=O)=O)ccc21 | -14 | -3 | 1 | 30 | 6 | 6 | 12 | -2.1 | 46 | 5
CC(C)C(C(=O)NCC1CCCO1)N(Cc1cccs1)C(=O)CNS(=O)(=O)c1ccccc1 (centres undefined) | -1 | -1 | -1 | -1 | 1 | -1 | 4 | 1.2 | -1 | 11
CCOc1ccc(-n2c(C)cc(/C=C3/C(=N)N4C(=NC3=O)SN=C4S(C)(=O)=O)c2C)cc1 | -10 | . | -3 | -1 | -12 | -2 | -12 | -0.2 | -5 | 14
Cc1noc(C)c1NC(=O)N(C)C[C@@H]1Oc2c(NC(=O)NC(C)C)cccc2C(=O)N([C@@H](C)CO)C[C@@H]1C | -15 | . | -2 | -2 | -5 | 1 | -5 | 0.8 | 10 | 12

New compounds follow
SMILES | PvdQ inh | NSD2 HMT inh | V-ATPase pHluor | Wnt bcat act | dFosB activator | HTR5A ag | HTR5A inv ctr | CDK5 p35 inh | MITF TRPM1 HTS | SR-BI DiI inh
Cc1ccccc1NC(=O)NCC1CCCO1 (centres undefined) | -2 | -1 | 0 | . | 3 | 2 | -6 | -0.6 | 15 | -14
COC(=O)c1cccnc1-n1c(=O)c2cccnc2n(CC(=O)Nc2ccc(Br)cc2)c1=O | 1 | 6 | -3 | -2 | 0 | -1 | -2 | 0.3 | -6 | .
COC(=O)[C@@H](Cc1ccccc1)NC(=O)[C@H]1CCC(=O)N1C(=O)OCc1ccccc1 | -14 | . | -1 | -1 | -6 | 1 | -14 | -0.2 | 20 | -17
CC(Oc1ccccc1[N+](=O)[O-])C(=O)N/N=C/c1ccoc1 (centres undefined) | 9 | 1 | -1 | 1 | -1 | 0 | 2 | 0.7 | -9 | 14
O=C(CN1CCCCC1)Nc1ccccc1C(=O)NC1CC1 | 4 | -3 | -1 | 1 | -4 | -3 | 1 | 1.3 | 1 | -25
COCCn1c(-c2ccc(C)cc2)nc2oc3cc(OC)ccc3c(=O)c2c1=O | -16 | 1 | -1 | 0 | -20 | 7 | -9 | 0.5 | . | 62
COc1ccc(NC(C)=O)cc1NS(=O)(=O)c1ccc2c(c1)OCCO2 | -17 | 3 | 13 | 3 | -3 | 9 | -31 | -0.4 | 4 | -20
Clc1ccc(-c2csc(N/N=C\c3cccnc3)n2)cc1 | -10 | 0 | 2 | . | -3 | 1 | -2 | -2.5 | 36 | 33
OC(CNCC1CCCO1)Cn1c2ccccc2c2ccccc21 (centres undefined) | -18 | 2 | 2 | . | 12 | -2 | 5 | 1.4 | 18 | -6
O=C(NCCCN1CCCC1=O)c1cccc(Oc2ccccc2)c1 | -4 | -2 | 2 | 0 | -1 | 3 | 4 | -1.5 | 1 | 15
COc1nc(Nc2ccccc2F)nc(OC)n1 | 1 | 2 | -2 | -2 | -8 | 7 | -26 | 1.7 | . | 6
Cc1cc(C2C(C#N)=C(N)SC(N)=C2C#N)c(C)s1 | 6 | . | 3 | . | -11 | 0 | -41 | -0.7 | -11 | -15
O=[N+]([O-])c1cccc(N(CC(O)CN2CCCCC2)S(=O)(=O)c2ccccc2)c1 (centres undefined) | 2 | 1 | 2 | 0 | -2 | 6 | -17 | 0.8 | . | .
CCOC(=O)c1ccc(N=c2sc(C(=O)OC)cc(=O)n2CCCN2CCOCC2)cc1 | -15&-10 | . | 0&-2 | -21&1 | 4&-5 | 11&2 | -2&-5 | -0.1&-0.5 | 4 | -4&-7
O=C(CC1(O)C(=O)N(CCc2ccccc2)c2ccccc21)c1ccccn1 (centres undefined) | -9 | 5 | 3 | -1 | -22 | -2 | 6 | -1.9 | 2 | -10
CCCCOc1ccc(C(=O)OCC(=O)Nc2cc(C)on2)cc1 | -9 | -4 | 4 | -2 | -3 | 2 | -4 | 1.8 | 8 | -12
CC1(C)CC(=O)C=C(Nc2ccc(S(N)(=O)=O)cc2)C1 | -9 | 0 | 0 | . | 4 | 5 | -15 | 0.3 | -8 | 0
CN(C)/C=C/C(=O)c1ccc(Cl)cc1Cl | 6 | 3 | 2 | 0 | 7 | 0 | 1 | 2.6 | 7 | -3
CCOC(=O)N1CCN(S(=O)(=O)c2ccc(C(=O)Nc3ccc4c(c3)C(=O)NC4=O)cc2)CC1 | -13 | 0 | -2 | -3 | 5 | -4 | 4 | -0.1 | -1 | 20
Cc1n[nH]c(=S)n1/N=C/c1ccc(OCc2ccc(Cl)cc2)cc1 | -9 | -1 | -3 | . | -4 | -2 | 5 | -1.3 | . | 0
CC1CCCN(C(=O)CN2CCC(c3nc4ccc(Cl)cc4[nH]3)CC2)C1 (centres undefined) | -11 | 12 | 5 | 11 | -1 | 1 | -4 | 3.2 | 0 | -1
Cc1ccc2nc(Cl)c(C3CC(c4ccco4)=NN3S(C)(=O)=O)cc2c1 (centres undefined) | -13 | -1 | 0 | 3 | -15 | 1 | -2 | 2.3 | 4 | .
CCCCn1c(N)c(N(CC)C(=O)c2cccc(F)c2)c(=O)[nH]c1=O | -2 | 45 | 3 | -3 | 1 | -3 | -15 | -1.9 | 6 | .
CSc1ncccc1C(=O)NCc1nnc2ccccn12 | 0 | -1 | 2 | -1 | -11 | 3 | -12 | 13 | -4 | -8
Cc1noc(C)c1COc1ccc(CC(=O)NCc2ccccc2)cc1 | 7 | -2 | 7 | -2 | 3 | 7 | 27 | 0.3 | 1 | 15
Cc1cc(N(CN2CCCC2=O)C(=O)c2ccccc2)no1 | -2 | -2 | 6 | . | 2 | 1 | -7 | 1.3 | . | -19
